VP16 counter = VP16 counterscreen qHTS for inhibitors of ROR gamma transcriptional activity; Drosophila S2 Gal4-VP16 UAS-luciferase, luminescence, 20 h; hit rate 3.5% among 310,000; AID 2546, 2010; Potency, µM (doses to about 53.6 µM), without a hit: top-dose activity, negative = inhibition, most hits filed as inhibitors;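 also: Gal4-VP16 expression switched on by copper sulfate through the metallothionein promoter; % is scaled to controls: 0 for no effect and ±100 for the full control effect; nearly all actives have a fitted effect of over 50% in size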
MBNL1-CUG inh = qHTS Assay for Inhibitors of MBNL1-poly(CUG) RNA binding. TR-FRET MBNL1-His/biotin-(CUG)12 binding, 665/545 ratio. Potency, µM (doses to about 57.5 µM), inactives show at the top dose activity change, negative = inhibition, hits mostly inhibitors. hit rate 0.036% among 280,000. AID 2675, 2010; active = well fitted inhibition curve with a large enough effect in the signal ratio, with a control signal flat, not every such curve was filed as active; inconclusive = small, poorly fitted or top-dose-only effect, or effect the other way, or a change in a side signal; inactive = no such curve, though single readings can be large or run the other way; the % refers to the signal ratio; also: % is scaled to controls: 0 for no effect and ±100 for the full control effect
Target sequence (Q9NR56 whole entry, looked up): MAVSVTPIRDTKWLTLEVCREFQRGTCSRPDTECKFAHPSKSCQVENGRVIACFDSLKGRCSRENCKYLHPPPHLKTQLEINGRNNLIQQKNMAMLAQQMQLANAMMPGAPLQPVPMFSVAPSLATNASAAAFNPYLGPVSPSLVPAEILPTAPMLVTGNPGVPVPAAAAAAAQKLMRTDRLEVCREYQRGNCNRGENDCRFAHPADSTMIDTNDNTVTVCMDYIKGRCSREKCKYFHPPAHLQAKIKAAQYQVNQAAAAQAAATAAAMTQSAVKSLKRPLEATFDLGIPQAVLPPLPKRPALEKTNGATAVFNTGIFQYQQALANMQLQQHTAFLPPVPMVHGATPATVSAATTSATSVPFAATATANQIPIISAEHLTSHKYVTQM
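Inhibition of protein-RNA binding appears as loss of TR-FRET between terbium anti-His antibody on MBNL1-His and streptavidin-XL665 on biotin-(CUG)12. Activity is normalized to buffer-only and uninhibited-complex controls.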
RORgamma inh = qHTS for inhibitors of ROR gamma transcriptional activity; hit rate 5.4% among 310,000; Nuclear receptor ROR-gamma (Mus musculus), P51450; Potency, µM (highest dose often 53.6 µM), inactives show top-dose activity change, negative = inhibition, usual class: inhibitors; AID 2551, 2010; Drosophila S2 Gal4-RORgamma UAS-luciferase reporter, 20 h; also: % is scaled to controls: 0 for no effect and ±100 for the full control effect; nearly all actives have a fitted effect of over 60% in size
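Drosophila Schneider cells stably carrying a metallothionein-driven Gal4 DBD–ROR gamma fusion and a UAS-Photinus luciferase reporter were exposed to compound for 1 hr, then induced with copper sulfate (700 uM final) for 20 hr at ambient temperature before luminescence reading.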
BRCA1 expr act = qHTS Assay to Identify Small Molecule Activators of BRCA1 Expression. MCF7-BRCA1-FFLuc reporter, luminescence, 48 h; response scale: scaled: vehicle 0%, 10 µM genistein 100%. Potency, µM (top dose mostly 46.1 µM), without a hit: top-dose activation, usual class: activators. hit rate 1.1% among 380,000. AID 624202, 2012; also: nearly all actives have a fitted effect of over 80% in size; some results filed as inactive show a strong effect at the top dose
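Luminescence from a BRCA1-driven firefly luciferase in MCF7 cells was read after 48 h compound exposure at 37 C. Data normalized against DMSO and a 10microM genistein activation control, then curve-fitted across the titration.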
CXXC DNA block = qHTS Fluorescence Polarization Assay for Inhibitors of MLL CXXC domain - DNA interaction; Histone-lysine N-methyltransferase 2A (Homo sapiens), Q03164; MLL-CXXC / FITC-HOXA9 DNA fluorescence polarization; Potency, µM (doses to about 115 µM), for inactives: at the highest dose activity change, negative = inhibition, most hits filed as inhibitors; hit rate 0.037% among 290,000; AID 2662, 2010; active = well fitted inhibition curve with a large enough effect in the polarisation, with a control signal flat, not every such curve was filed as active; inconclusive = small, poorly fitted or top-dose-only effect, or effect the other way, or a change in a side signal; inactive = no such curve, though single readings can be large or run the other way; the % refers to the polarisation
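Purified MLL-CXXC (added from a 7 uM solution) was preincubated 5 min at ambient with pinned compounds in 50 mM Tris-HCl pH 7.5, 50 mM NaCl, 1 mM DTT, 0.05% BSA. Fluorescein-labeled HOX-A9 DNA (50 nM solution) followed, 30 min, then polarization read.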
ELG1 genotoxic = qHTS screen for small molecules that induce genotoxicity in human embryonic kidney (HEK293T) cells expressing luciferase-tagged ELG1. HEK293T ELG1-luciferase reporter, luminescence, 16 h. Potency, µM (highest dose often 46 µM), without a hit: at the highest dose activity change, positive = activation, most hits filed as activators. hit rate 1.3% among 330,000. AID 504466, 2011; also: % of control where 0% means no effect; nearly all actives have a fitted effect of over 60% in size
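Quantitative HTS format in 1536-well plates. HEK293T ELG1-luciferase reporter cells receive test compound and are incubated 16 hr at 37 °C, 5% CO2; ONE-Glo added, 30 min room temperature, then luminescence read.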
Rab9 promoter act = qHTS Assay for Rab9 Promoter Activators; Potency, µM (series often up to 9.22 µM), inactives show top-dose activation, negative = inhibition, hits mostly activators; hit rate 2.8% among 320,000; Huh7 Rab9 promoter-luciferase reporter, luminescence, 24 h; also: % of control where 0% means no effect; nearly all actives have a fitted effect of over 60% in size
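Huh7 cells stably carrying a Rab9 promoter-luciferase reporter, 1500 cells per well in OP-MEM I with 10% FBS, treated with compound 24 hours at 37C. Luciferase activity read by luminescence after 10 minutes with Amplite reagent.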
FLuc counter = qHTS profiling assay for firefly luciferase inhibitor/activator using purifed enzyme and Km concentrations of substrates (counterscreen for miR-21 project) | Luciferin 4-monooxygenase (Photinus pyralis), P08659 | purified FLuc, Km substrates, luminescence inhibition | Potency, µM (highest dose often 57.5 µM), inactives show top-dose activity change, negative = inhibition, most hits filed as inhibitors | hit rate 6.9% among 360,000;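 also: plate controls were vehicle for no effect and reference inhibitor for full effect; nearly all actives have a fitted effect of over 55% in size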
Target sequence (P08659 whole entry, looked up): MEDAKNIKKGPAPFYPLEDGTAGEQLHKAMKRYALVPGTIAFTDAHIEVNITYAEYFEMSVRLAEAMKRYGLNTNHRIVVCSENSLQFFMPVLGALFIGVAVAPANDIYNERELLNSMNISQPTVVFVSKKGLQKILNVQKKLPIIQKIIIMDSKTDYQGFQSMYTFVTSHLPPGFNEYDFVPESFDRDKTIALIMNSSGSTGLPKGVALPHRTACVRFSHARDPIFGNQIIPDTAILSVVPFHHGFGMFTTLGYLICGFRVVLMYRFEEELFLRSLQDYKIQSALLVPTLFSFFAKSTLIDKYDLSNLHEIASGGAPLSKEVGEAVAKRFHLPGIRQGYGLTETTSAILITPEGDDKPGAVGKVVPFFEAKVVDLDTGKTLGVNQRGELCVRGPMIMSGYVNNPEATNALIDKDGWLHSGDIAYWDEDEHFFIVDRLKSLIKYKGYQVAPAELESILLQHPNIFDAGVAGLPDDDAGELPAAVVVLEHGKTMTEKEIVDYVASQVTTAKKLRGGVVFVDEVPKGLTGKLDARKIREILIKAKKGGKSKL
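Purified P. pyralis luciferase, 10 nM final, with Km-level 10 uM D-luciferin and 10 uM ATP in 50 mM Tris acetate pH 7.5, 10 mM Mg acetate, 0.01% Tween-20, 0.05% BSA; 6-point qHTS titration about 60 µM downward; luminescence read.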
uPA surface inh = qHTS for Inhibitors of Cell Surface uPA Generation; cell surface uPA generation assay, qHTS; Potency, µM (doses to about 38.3 µM), for the others: top-dose activity change, negative = inhibition, hits mostly inhibitors; hit rate 0.31% among 330,000; active = well fitted inhibition curve with a large enough effect; inconclusive = small, poorly fitted or top-dose-only effect; inactive = no such curve, though single readings can be large or run the other way; tested in mouse RAW 264.7 cells; also: % is scaled to controls: 0 for no effect and ±100 for the full control effect; nearly all actives have a fitted effect of over 55% in size
NPC1 prom act = qHTS Assay for NPC1 Promoter Activators; Huh7 NPC1 promoter luciferase reporter, 24 h; Potency, µM (doses to about 9.22 µM), for inactives: top-dose activation, most hits filed as activators; hit rate 2.4% among 320,000; AID 485313, 2010;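 also: % of control where 0% means no effect; nearly all actives have a fitted effect of over 60% in size; reporter is driven by a mutant NPC1 promoter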
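NPC1 promoter–luciferase Huh7 cells; 24 h compound; luminescence.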
p53 reactivator = qHTS assay for re-activators of p53 using a Luc reporter. H1299 p53-A138V BP100-luciferase reporter, luminescence, 24 h. Potency, µM (doses to about 92.2 µM), for inactives: at the highest dose activity change, positive = activation, actives largely listed as activators. hit rate 0.063% among 320,000. AID 504706, 2011; also: % of control where 0% means no effect; nearly all actives have a fitted effect of over 45% in size
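p53-null H1299 cells stably carrying temperature-sensitive p53-A138V and a BP100-luciferase reporter were pinned with compounds (4-point, 1:5 series) and held 24 hrs at 37 deg C. Luminescence was read 10 min after detection reagent.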
* hit, by the source's call; ? = inconclusive; . = no result given; & = joins results of further samples; [ ] = dose if it differs, or a comment. Unless noted, calls follow the shape of the dose curve; as a rule, active = well fitted curve in the direction sought with a large enough effect; inconclusive = small, poorly fitted or top-dose-only effect, or another doubt; inactive = no such curve, though single readings can be large; an effect the other way counts as inactive or inconclusive. Potency is read from the fitted curve at half-maximal effect.

Second line of a record – VP16 counter, MBNL1-CUG inh, RORgamma inh, BRCA1 expr act, CXXC DNA block, ELG1 genotoxic, Rab9 promoter act, FLuc counter, uPA surface inh, NPC1 prom act, p53 reactivator
- C[C@H](NC(=O)c1[nH]cnc1C(=O)Nc1ccc(Cl)cc1)C(=O)OC(C)(C)C
 : 1.41µM*, -1.4%, 1µM*, 0.0%, 2.8%, -5.2%, -1.0%, -0.9%, -2.5%, 1.3%, 1.9%
- O=C(COc1cc(F)ccc1[N+](=O)[O-])Nc1cc(S(=O)(=O)N2CCCC2)ccc1Cl
 : ., ., ., -38.5%, ., 1.3%, 4.0%, -0.6%, 5.8%, -0.6%, -9.7%
- CCC(=O)N/C(=N/c1nc(C)cc(C)n1)Nc1cccc(OC)c1
 : 6.1%, -3.9%, -14.4%, -60.5%, 6.2%, -3.4%, -3.5%, -2.3%, -3.3%, -0.7%, -1.3%
- O=C1c2cccc3cc(Br)cc(c23)C(=O)N1Nc1ccc(Br)cc1
 : -47.1%, ., -10.4%[10 µM], -7.0%, 10.1%, ?, -15.1%, 3.8%, -1.5%, -2.5%, -1.8%
- O=C(CSc1nc(O)cc(=O)n1-c1ccccc1)Nc1ccc2c3c(cccc13)CC2
 : -5.6%, -10.8%[11.5 µM], 16.4%, 4.2%, -2.8%, 0.7%, -1.4%, 3.7%, 2.3%, 1.0%, -1.8%
- CN(Cc1c(O)ccc2c1oc(=O)c1ccccc12)C1CCCCC1
 : 5.9%, 20.0%, -1.8%, 14.1%, 1.1%, -0.8%, 4.7%, 3.9%, ., -2.3%, 4.3%
- CCn1nc(C)c(/C=C/C(=O)Nc2ccc(C)cc2C)c1C
 : -2.5%, -5.7%, ?, -40.7%, -1.6%, 1.6%, -4.1%, -1.9%, -17.2%, 1.2%, -5.7%
- NC(=O)c1ccccc1NC(=O)Cc1cccs1
 : -1.0%, -2.2%, -0.3%, -12.3%, 9.6%, -0.6%, -7.5%, -5.4%, 3.7%, 2.3%, 17.6%
- O=C(Nc1nc(-c2ccccn2)cs1)C12CC3CC(CC(O)(C3)C1)C2
 : -28.7%, -1.7%, ?, ?, -5.1%, ?, 3.16µM*, 6.75µM*, -12.4%, 2.24µM*, 0.1%
- CN(Cc1ccco1)C(=O)Cn1ncc2c([nH]c3ccccc32)c1=O
 : -2.7%, -1.0%, ?, -10.8%, 3.1%, -5.9%, -1.0%, 3.6%, -2.4%, -4.1%, 7.0%
- CC[C@H](C)[C@@H]1NC(=O)c2cc([N+](=O)[O-])cc(I)c2NCC[C@@H](C(N)=O)NC(=O)[C@H](CCCN=C(N)N)NC1=O
 : 5.2%, ?, -1.5%, 6.7%, 12.8%, 5.7%, -5.3%, 4.1%, 1.8%, -3.8%, 4.9%
- CSC(=NCCCN1CCOCC1)NS(=O)(=O)c1cccs1
 : -1.9%, -12.9%, 6.1%, -14.6%&0.3%, -4.5%, -5.5%, 7.9%, 0.1%, 2.7%&4.1%, 0.6%, 3.5%
- COc1ccc(OCCCCOc2ccccc2Cl)cc1
 : -7.2%, 0.5%, ?, 18.5%, 2.7%, -0.6%, 7.5%, -16.2%, -4.5%, 0.1%, -1.1%
- N#Cc1ccc(Oc2ccc(-c3nc4ccccc4nc3-c3ccccc3)cc2)cc1C#N
 : -10.7%, -15.3%, 7.9%, -60.3%, 4.4%, -1.2%, 2.7%, 1.9%, 0.2%, -2.6%, -1.5%
- Cc1ccc(OCC(=O)Nc2ccc3oc(=O)ccc3c2)c(C)c1
 : -3.7%, 0.3%, 1.4%, -8.1%, -11.1%, -10.2%, 6.3%, -15.8%, -3.9%, -2.4%, -4.3%

More entries.
Second line of a record – VP16 counter, MBNL1-CUG inh, RORgamma inh, BRCA1 expr act, CXXC DNA block, ELG1 genotoxic, Rab9 promoter act, FLuc counter, uPA surface inh, NPC1 prom act, p53 reactivator
- COc1cc(NC(=O)CSc2nncn2C)cc(OC)c1OC
 : 2.1%, 1.5%, -15.4%, -16.5%, -10.5%, 3.6%, -2.9%, 0.3%, -5.8%, -1.5%, -1.9%
- Cc1cc(OCc2cc(C(=O)N(C)C(C)c3ccccn3)no2)cc(C)c1Cl (stereo not given)
 : ?, 1.3%, ?, 11.2µM*, -1.6%, ?, ?, 19µM*, -1.6%, ?, ?
- CCOC(=O)c1sc2nc(C)nc(SCC(=O)N(C)C3CCS(=O)(=O)C3)c2c1C (stereo not given)
 : -4.0%, ., 12.6µM*, -1.5%, 4.7%, -4.7%, 14.0%, -19.1%, 14.7%, -1.0%, 0.0%
- CCOc1ccc(C(=O)CC(C(=O)O)N2CCN(Cc3ccccc3)CC2)cc1 (stereo not given)
 : ., ., ., -4.7%, ., 9.6%, 2.1%, -10.4%, -26.2%, -2.7%, ?
- COc1ccc(NC(=O)Cc2ccc(Cl)c(Cl)c2)cn1
 : -6.5%, 2.8%, 32.0%, 34.4%, 5.8%, -5.6%, -1.3%, -0.1%, 16.9%, -0.5%, 0.2%
- Cn1c(SCC(=O)Nc2ccc3c(c2)CCC3)nnc1C1CC1
 : ., ., ., -0.6%, ., 1.7%, -1.4%, 0.0%, -2.0%, -8.2%, 0.0%
- Nc1nc(SCC(=O)NCC2CCCO2)n[nH]1 (stereo not given)
 : 3.3%, 1.0%, 24.5%, -9.2%, 2.1%, 0.3%, -1.6%, 0.5%, 0.2%, 0.6%, -2.6%
- Cn1c(=O)c(C(=O)NCc2ccccc2Cl)c(O)c2ccccc21
 : -7.6%, 3.0%, -10.8%[1.91 µM], -20.1%, -7.3%, 9.1%, 22.9%, ?, -1.3%, ?, 19.1%
- CCOC(=O)c1nnn(-c2ccccc2C#N)c1C
 : -3.5%, -6.3%, 9.2%, 22.7%, 0.5%, 0.8%, 0.2%, -2.0%, 3.3%, -1.0%, 1.5%
- COc1ccc2nc(NC(=O)/C=C/c3ccc4c(c3)OCO4)sc2c1
 : 5.2%, -3.4%, -5.4%, ., 1.8%, 4.9%, -0.2%, 0.8%, ., -1.9%, -3.4%
- Cc1ccc(C(=O)NC(NC(=S)Nc2ccc(S(N)(=O)=O)cc2)C(Cl)(Cl)Cl)cc1 (stereo not given)
 : ?, -16.3%, 36.2%, -10.5%, 9.7%, 2.6%, -3.9%, 5.0%, 0.0%, -0.6%, 0.1%
- CC1=NN(c2ccccc2)C(=O)C1/C=C1/NC(=S)NC1=O (stereo not given)
 : -8.5%, 14.9%, -11.0%, -14.3%, 19.1%, -0.9%, 9.6%, 16.9µM*, -10.2%, 1.2%, -0.6%
- CCCCn1c2c(c(=N)c3ccccc31)CCC2
 : 2.9%, -14.3%, -0.5%, -18.1%, 18.1%, -10.0%, -38.9%[inhibitor], 0.2%, -2.5%, -34.4%[inhibitor], 1.1%
- Cc1cccc(NC(=O)C2CCCN(c3cnccn3)C2)c1 (stereo not given)
 : -3.9%, 5.8%, -0.6%, -8.1%, 27.9%, -0.1%, -3.7%, -8.2%, 5.5%, -0.7%, 11.2%
- COc1ccc(OC)c(NC(=O)C2CCN(S(=O)(=O)c3ccc4c(c3)CC(C)N4C(C)=O)CC2)c1 (stereo not given)
 : 4.7%, -1.3%, 0.9%, 3.7%&-32.6%, 2.6%, -8.4%, -3.9%, 1.3%&-2.9%, -1.5%, -0.4%, -4.7%
- COC(=O)C1CCN(C(=O)c2cc3ccccc3oc2=O)CC1
 : 18.6%, 10.5%, 0.6%, 28.4%, -0.8%, ?, ?, ?, ., ?, 28.5%
- C#CCN1C(=O)C(O)(CC(=O)c2cc(OC)ccc2OC)c2ccccc21 (stereo not given)
 : 7.2%, 8.3%, -21.9%, -7.5%, 3.1%, -0.7%, 1.9%, -2.0%, -6.0%, -1.7%, 0.7%

Results in VP16 counter and uPA surface inh, for some of the entries so far:
SMILES | VP16 counter | uPA surface inh
Cc1ccc(C(=O)NC(NC(=S)Nc2ccc(S(N)(=O)=O)cc2)C(Cl)(Cl)Cl)cc1 (stereo not given) | ? | 0.0%
CC1=NN(c2ccccc2)C(=O)C1/C=C1/NC(=S)NC1=O (stereo not given) | -8.5% | -10.2%

The list is partial (hit frequency here may not be typical).
